NCI-60 one-dose screen, 48 h, at 10 µM unless noted. Numbers give growth in % (100 = growth as untreated, 0 = no growth, -100 = all killed).
MDA-MB-468: MDA-MB-468 breast cancer; 78,000 compounds, 8.5% hits; AID 2202374
RPMI-8226: RPMI-8226 leukemia cells. AID 1794781. 77,000 compounds, 7.5% hits
MCF7: MCF7 breast cancer; 82,000 compounds, 6.3% hits
MOLT-4: MOLT-4 leukemia cells; 80,000 compounds, 6.9% hits
MDA-MB-435: MDA-MB-435 melanoma; 82,000 compounds, 7.8% hits; AID 1794794
K-562: K-562 leukemia; 78,000 compounds, 7.4% hits
SR: SR leukemia cells. 73,000 compounds, 8.7% hits. AID 1794780
MDA-MB-231: MDA-MB-231 breast cancer; 81,000 compounds, 5% hits
* hit, by the source's call; / = not tested or not shown; & = joins results of further samples; [ ] = dose if it differs, or a comment. Rule for the calls: active = growth percent below 10; inactive = the rest.

Each structure is followed by: MDA-MB-468, RPMI-8226, MCF7, MOLT-4, MDA-MB-435, K-562, SR, MDA-MB-231
> CCCNc1nnc(COc2ccc(CNC(=O)CCCC/C=C/C(C)C)cc2OC)o1
  87, 77, 91, 86, 100, 86, 72, 93
> O=c1ccccn1O
  104, 114, 104, 90, 96, 92, 84, 100
> CC(C)Nc1nc(N)nc2nc(-c3ccc(Cl)cc3)c(-c3ccc(Cl)cc3)nc12
  101, 107, 98, 100, 108, 106, 49, 102
> CCCCCSc1ccc2nc(NC(=O)OCCC)sc2c1
  9.6*, 30, 14, 31, -41*, 19, 34, 43
> COc1ccc(CCNC(=O)c2cc(S(=O)(=O)N3CC(C)CC(C)C3)ccc2Sc2ccc(F)cc2)cc1OC (stereo not given)
  100, 78, 93, 96, 101, 82, 80, 80
> C#Cc1cccc(NC(=O)c2ccccc2NC(=O)CCl)c1
  76[8.25 µM], 99[8.25 µM], 68[8.25 µM], 70[8.25 µM], 90[8.25 µM], 68[8.25 µM], 62[8.25 µM], 111[8.25 µM]
> C[C@H](Nc1nc(NCCc2ccccc2)nc2ccccc12)c1ccccc1
  -96*, -38*, -87*, -60*, -88*, -44*, -64*, /
> COc1ccc2oc3c(C)c4c(c(C)c3c2c1)C(=O)N(CCN1CCOCC1)C4=O
  77, 89, 95, 78, 78, 83, 59, 80
> Cn1cc(C2=C(c3coc4ccc(F)cc34)C(=O)NC2=O)c2ccccc21
  57, 74, 80, 68, 31, 39, 44, 74
> S=C(NCc1ccccc1)C(=S)NCc1ccccc1
  99, 62, 103, 92, 101, 94, 81, 100
> COC(=O)C1(O)NC(=C(C#N)C#N)C(C#N)=C1C(=O)c1ccc(OC)cc1 (stereo not given)
  106, 85, 97, 91, 103, 93, 89, 83
> Cc1ccc2nc(C)[nH]c2c1
  139, 92, 102, /, 106, 95, 105, 111
> Cc1ccc(S(=O)(=O)N/N=C2\CCCc3ccccc32)cc1
  96, 94, 92, 101, 101, 97, 110, 108
> O=S(=O)(Nc1ncccn1)c1ccc(N=Nc2ncccc2O)cc1
  100, 94, 96, 96, 104, 102, /, 108
> COc1ccc(/C=C/C(=O)c2ccc(NC(=O)CN3CCN(c4cc5c(cc4F)c(=O)c(C(=O)O)cn5C4CC4)CC3)cc2)cc1
  99, 93, 92, 101, 99, 104, /, 96
> C[C@@H]1C[C@H]2C(=O)O[C@@H](C)[C@H](NC(=O)[C@H](Cc3cc(F)cc(F)c3)NC(=O)Nc3ccc(Cl)cc3F)C(=O)N3C[C@H](O)C[C@H]3C(=O)N3CCN(C)C[C@H]3C(=O)N[C@@H](C)C(=O)N2C1
  11, 20, 23, 42, 22, 28, 40, 28
> C=C(C)[C@@H]1CC[C@]2(C(=O)OC)CC[C@]3(C)[C@H](CC[C@@H]4[C@@]5(C)C/C(=C/c6ccc(Br)cc6)C(=O)C(C)(C)[C@@H]5CC[C@]43C)[C@@H]12
  100, 106, 91, 98, 101, 109, /, 103
> O=C1/C(=C/c2ccc(Cl)c(Cl)c2)SC(=S)N1C1c2ccccc2Oc2ccccc21
  89, 92, 92, 97, 103, 90, 81, 101
> CN(C)c1ccc(C(c2ccc(N(C)C)cc2)c2ccc([N+](=O)[O-])cc2)cc1
  123, 86, 80, 96, 106, 90, 84, 106
> CC(C)(C)NC(=O)N/C(N)=N/c1nc2ccccc2s1
  48, 53, 46, 63, 84, 36, 37, 76
> COc1cc(NC(=O)Nc2cnc(Nc3ccc(N4CCOCC4)cc3)nc2Oc2ccc(C(F)(F)F)cc2)cc(OC)c1
  110, 92, 101, 90, 107, 95, 80, 97
> N#Cc1c(N)nc2c(c1N)C(Sc1ccc(F)cc1)c1ccc(O)cc1O2 (stereo not given)
  64, 83, 87, 68, 96, /, 65, 99
> COc1ccc(C(C(=O)NCc2ccccc2)N(Cc2ccc(C)o2)C(=O)CNC(=O)OC(C)(C)C)cc1OC (stereo not given)
  107, 107, 112, 94, 108, /, /, 94
> CN(C)c1ccc(/C=C(/C#N)C(N)=O)cc1
  /, 98, 95, 91, 90, 98, 94, 90
> NCc1cccc(CN)c1
  104, 124, 107, 91, 106, 89, 97, 99
> COC(=O)c1c2c(c(C)[n+]([O-])c1C)C(=O)C(NCc1ccc(F)cc1)=CC2=O
  -9.8*, 27, -0.8*, -20*, -73*, 9.1*, 9.3*, 1.9*
> CCCCn1cnc2c(SCc3ccccc3Cl)nc(N)nc21
  99, /, 96, 75, 94, 79, 64, 87
> COCCN(/N=N/c1nc[nH]c1C(N)=O)C(C)(C)C
  88, 66, 95, 63, 95, 59, 86, 81
> COc1ccc(CCC(=O)c2ccccc2)cc1
  /, 90, 97, 83, 106, 77, 94, 107
> CC/C=C\C[C@H](O)C/C=C1/C(=O)C=C[C@@H]1C/C=C\CCCC(=O)O
  29, 10, 14, 5.7*, 37, 17, 10, 57
> CC(=O)N1N=C(c2ccc(-n3ccc(C(F)(F)F)n3)c(F)c2)CC1c1ccc[nH]1 (stereo not given)
  117, 81, 93, 86, 100, 92, 93, 105
> O=C(Nc1ccc(-n2ccc3c(NC(=O)c4ccccc4)nccc32)cc1)Nc1cccc(C(F)(F)F)c1
  15, 19, 48, 36, 61, 21, 19, 64
> O=C(Cc1ccc(Cl)cc1)c1ccccc1
  117, /, 103, 99, 114, 103, 87, 108
> CCOC(=O)c1ccc(NC(=O)c2cn(-c3ccccc3)nc2-c2ccncc2)cc1
  91, 30, 103, /, 107, 24, 67, 123
> ClC(Cl)(Cl)c1nc2ccccc2s1
  99, 83, 77, 94, 97, 91, 86, 74
> COc1ccc2c(c1)c(CC(=O)[Se]C)c(C)n2C(=O)c1ccc(Cl)cc1
  -12*, 63, 16, 6.3*, -20*, 30, 13, 44
> CCCCC(NC(=O)CNC(=O)c1cccc(N2C(=O)/C(=C/c3ccccc3)SC2=S)c1)C(=O)O (stereo not given)
  /, 105, 91, 119, 98, 93, 98, 102
> CCCCC(=O)N/N=C/c1cc(I)cc(I)c1O
  69, 53, 41, 28, 57, 32, 17, 57
> C#CCNc1nc(NN2C(=O)c3cccc4cccc(c34)C2=O)nc(N2CCOCC2)n1
  91, 84, 77, 60, 91, 92, /, 91
> O=C(Nc1cccc(NC(=O)c2ccccn2)c1)c1ccc(F)cc1
  96, 96, 80, 90, 97, 87, 78, 100
> CCOC(=O)C(C#N)C1C=Cc2ccccc2N1C(=O)c1ccccc1 (stereo not given)
  103&105, 104&97, 82&86, 98&92, 94&97, 103&96, 78, 91&96
> OCC[C@H]1C[C@H]1/C=C/c1ccccc1
  93, 101, 96, /, 103, 101, 104, 107
> C[C@]12CC(=O)C[C@@H]1C[C@H]1CC[C@]3(C)CC4(C[C@H]3C[C@H]1C2)SCCS4(=O)=O (stereo not given in full)
  64, 84, 99, 95, 95, /, /, 97
> [O-][N+]1(CCc2ccccc2)CCCCC1
  122, /, 96, 101, 101, 87, 100, 103
> O=c1ccc2cc(Cl)ccc2o1
  145, 100, 99, 96, 110, 98, 93, 107
> c1ccc2c(c1)NC1(CCSCC1)n1nccc1-2
  113, 93, 99, 93, 108, 103, 99, 100
> Cc1cc(=O)n(C(=O)Nc2ccccc2Cl)c2cc(O)ccc12
  104, 98, 101, 110, 104, 109, 112, 101
> O=S(=O)(O)c1ccc(N=Nc2ccc(O)c3ccccc23)cc1
  119, 102, 103, 97, 113, 111, /, 104
> C#CCCCCCC(=O)CC(=O)N[C@H]1CCOC1=O
  106, 109, 98, 119, 111, 104, /, 111
> CCCCCCCCCCCCCCCC(=O)Oc1ccc(/C(CC)=C(/CC)c2ccc(OC(=O)CCCCCCCCCCCCCCC)cc2)cc1
  115, 99, 116, 100, 105, 94, 95, 109

Continued:
Each structure is followed by: MDA-MB-468, RPMI-8226, MCF7, MOLT-4, MDA-MB-435, K-562, SR, MDA-MB-231
> CCCCCCCCCc1ccc(OC(=O)c2ccccc2)cc1
  94, 115, 111, 102, 103, 92, 108, 100
> CC(=O)Nc1ccc(-c2cc3c(NCc4cccc(Cl)c4)ncnc3s2)cc1
  90, /, 81, 104, 93, 96, 90, 87
> CC(=O)c1cc(C(=O)c2ccc3c(c2)Sc2ccccc2N3)c2cc(C)ccn12
  -3.4*, 12, 11, 13, -20*, 5.0*, /, 3.2*
> Cc1nc(C(N)=O)c(C(N)=O)nc1C
  106, 99, 94, 93, 103, 87, 98, 116
> COCCCNc1nc2ccccc2c2c(=O)c3cc(F)ccc3sc12
  107, /, 89, 83, 109, 84, 78, 94
> CS(=O)(=O)c1ccc(/C=C\C(=O)O)cc1
  94, 99, 96, 111, 101, 122, 62, 110
> COc1cc(OC)c(S(N)(=O)=O)cc1C(=O)/C=C/c1ccc(C)cc1
  -36*, 19, 12, 21, 8.4*, 7.2*, 5.7*, 14
> O=C1/C(=C/c2ccco2)CCC/C1=C\c1ccco1
  17, 94, 27, 93, 95, 100, 86, 101
> Oc1ccc(-c2ccc3c(c2)ncn3-c2ccncc2)cc1
  109, 81, 80, 84, 86, 84, /, 95
> CN1C(=O)/C(=C/C=C/c2ccco2)SC1=S
  5.8*, 64, 24, 90, 96, 78, 80, 87
> Nc1ccc2c(c1)C1(CCC2)NC(=O)NC1=O (stereo not given)
  97, 98, 97, 99, 102, 96, 90, 101
> NC(=O)C1(Nc2ccccc2)CCCC1
  95, 125, 103, 102, 121, 105, 101, 108
> COC(=O)Cc1cc(O)cc2oc(-c3cc(OC)cc(OC)c3)cc(=O)c12
  105, 72, 96, 78, 98, /, 79, 104
> CS(=O)(=O)c1nccc(-c2c(-c3cccc(OCc4ccc(Cl)c(C(F)(F)F)c4)c3)nc3sccn23)n1
  -66*, -17*, -68*, 9.7*, 103, 14, 9.3*, 84
> OC(CNC1CCCC1)Cn1c2ccccc2c2ccccc21 (stereo not given)
  -21*, 1.4*, -66*, -14*, -2.9*, 3.3*, -32*, -24*
> Cc1ccc(COc2cccc(/C=C3/N=C4SCCCN4C3=O)c2)cc1
  108, 106, 90, 106, 103, 99, 116, 83
> CN1CCN(c2ccc(N3Cc4ccccc4OC4=C3C(=O)c3c(O)ccc(O)c3C4=O)cn2)CC1
  -60*, -7.6*, -39*, -18*, 0.9*, /, /, -75*
> Cn1c(=O)oc2ccccc2c1=O
  101, 95, 107, 93, 107, 115, 105, 106
> COc1cc(OC)c(/C=C/C(=O)c2c(OC)cc(NC(=O)CCC(=O)O)cc2OC)c(OC)c1
  106, 100, 101, 102, 109, 111, 86, 119
> Fc1cccc(Cl)c1Cn1c(-c2cncs2)nc2ccccc21
  46, 55, 81, 83, 86, 73, 61, 103
> CC(COC(=O)c1ccccc1)N1CC2CCC(C1)O2 (stereo not given)
  103, 99, 102, 100, 98, 97, 93, 107
> COc1cc(-c2nc3ccccc3[nH]2)ccc1OCC(=O)N=Nc1c(O)[nH]c2ccc(Cl)cc12
  -79*, -39*, -77*, -45*, -71*, -25*, -26*, -87*
> O=C(CSc1nnc(-c2ccc(NC(=O)c3cccnc3)cc2)o1)Nc1ccc(Cl)cc1
  109, /, 116, 98, 107, 75, /, 98
> Cc1ccc(Nc2nc3c(s2)C2=CC[C@H]4[C@@H]5CC[C@H]([C@H](C)CCCC(C)C)[C@@]5(C)CC[C@@H]4[C@@]2(C)CC3)cc1
  110, 113, 107, 108, 110, 104, 110, 128
> CCCC[C@@H]1C[C@@H]2Cc3ccc4ccccc4c3N1O2
  130, 86, 93, 86, 101, 86, 77, 99
> CCCCCCCCCCCCNC(=O)C(C)O (stereo not given)
  78, /, 95, 77, 106, 85, 84, 96
> COc1cc(OC)cc(-c2nn(CC(=O)N3CCCC3)c3ncnc(N)c23)c1
  100, 107, 88, 102, 108, 94, 106, 96
> CCOC(=O)OCc1ccccc1
  104, 100, 103, 103, 108, 108, 93, 106
> CC(=O)Nc1cc2c(cc1Cl)-c1ccc(F)cc1C2O (stereo not given)
  104, 91, 70, 70, 113, /, 103, 81
> CNC(=O)c1cc(Oc2ccc3nc(NC(=O)Nc4ccc(C(F)(F)F)cc4)sc3c2)ccn1
  50, 70, 42, 73, 41, 76, 71, 63
> CCOC(=O)c1c2c(c(C)n1Cc1ccccc1)-c1ncncc1CC2
  93, 57, 99, 74, 98, 91, 93, 77
> c1ccc(-c2n[nH]c(-c3[nH]nc(-c4ccccc4)c3-c3ccccc3)c2-c2ccccc2)cc1
  102, 101, 89, 109, 105, 80, /, /
> CCO/C=N/C1=C(C#N)C(c2ccc(Cl)cc2)c2c(c3cc(Cl)ccc3[nH]c2=O)O1 (stereo not given)
  96, 66, 81, 89, 89, 81, 75, 71
> CC(=O)N1CCN(c2ccc(OCC3CO[C@](Cn4ccnc4)(c4ccc(Cl)cc4Cl)O3)cc2)CC1 (stereo not given in full)
  27, 44, 86, 77, 94, 57, /, 77
> O=C(c1c2c(nn1-c1ccccc1)CCC(NCCc1ccc(C(F)(F)F)cc1)C2)N1CCCCC1 (stereo not given)
  86, 90, 79, 72, 94, 66, 67, 104
> O=C(O)c1cn(C2CC2)c2cc(N3CCN(Cn4nc(-c5ccc6ccccc6c5)oc4=S)CC3)c(F)cc2c1=O
  93, 103, 93, 99, 102, 89, 94, 100
> Cc1ccc(-c2c(O)c(Br)c(-c3ccc(C)c(C)c3C)c(O)c2Br)c(C)c1
  91, 52, 79, 73, 89, 66, 93, 87
> O=C(Cc1ccccc1)c1ccc(Cl)cc1
  124, 160, 96, 84, 94, 123, 97, 103
> N=C(N)c1ccc(-c2ccc(-c3cccs3)s2)cc1F
  -77*, -48*, -69*, -55*, -82*, -6.2*, -24*, -74*
> CC(=O)N1N=C(c2ccc(Nc3ccnc4cc(Cl)ccc34)cc2)CC1c1ccc(Cl)cc1 (stereo not given)
  24, 22, 26, 34, 6.1*, 19, 2.8*, 73

High-throughput results: PubChem, NCI
